D2 potentiator = HTS Assay for Positive Allosteric Modulators of the Human D2 Dopamine Receptor: Primary Screen for Potentiators; D(2) dopamine receptor (Homo sapiens), P14416; HEK293 T-REx D2, calcium flux, EC20 dopamine potentiation; potentiation, % at 10 µM; actives 0.34% (n = 340,000); AID 485347, 2010;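 active = potentiation over 3 SD above the plate norm, cut at about 30% in these data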; note: 0% is about no effect
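Potentiation of an EC20 dopamine calcium response measured kinetically over 180 s, after a preceding 180 s compound-only read flagging agonists. Cells: inducible Hek293 Trex D2 line, 4000/well, cultured overnight at 30 C before dye loading.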
D1 potentiator = Potentiators of Human D1 Dopamine Receptor: qHTS; D(1A) dopamine receptor (Homo sapiens), P21728; HEK293 TREx D1 cells, calcium flux, dopamine EC20 potentiation; AID 504651, 2011; potentiation, % at 10 µM; actives 0.036% (n = 360,000); in the data active = potentiation above about 30%; note: 0% is about no effect
D1 agonist = Allosteric Agonists of the Human D1 Dopamine Receptor: qHTS. D(1A) dopamine receptor (Homo sapiens), P21728. HEK293 T-REx D1 cells, calcium flux, agonist mode. activation, % at 2 µM. actives 1% (n = 360,000); in the data active = activation above about 30%; note: 0% is about no effect
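Tetracycline-induced HEK293 TREx D1 cells, force-coupled to calcium signalling, were dye-loaded with a no-wash calcium kit. Compound was pin-added after a 10 s baseline. Fluorescence was read kinetically at 1 cycle/s for 180 s, with calcium rises flagged as agonism.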
Vif-A3F inh = qHTS for Inhibitors of Vif-A3F Interactions: qHTS. actives 0.2% (n = 390,000). Potency, µM (titrated, usually from 46.1 µM), for the others: top-dose activity, negative = active. HeLa A3F-eYFP + Vif (tagged APOBEC3F with the HIV-1 protein that degrades it), YFP fluorescence increase; note: potency is the fitted concentration of half-maximal effect; % of control where 0% means no effect; nearly all actives have a fitted effect of over 65% in size
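HeLa cells stably expressing Vif plus C-terminally eYFP-tagged A3F were seeded, incubated overnight at 37 deg C, dosed with compound, incubated overnight again at 37 deg C. Yellow fluorescence (Ex 488/Em 500-530) reported blocked Vif-mediated A3F-eYFP degradation.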
RXFP1 agonist = qHTS Assay for Agonists of the Relaxin Receptor RXFP1 | Relaxin receptor 1 (Homo sapiens), Q9HBX9 | HEK293T-RXFP1 cAMP TR-FRET, 30 min; response scale: percent of porcine relaxin response, buffer zero | Potency, µM (doses to about 57.5 µM), inactives show at the highest dose activation, actives largely listed as activators | actives 0.3% (n = 370,000) | AID 2676, 2010; note: potency is the fitted concentration of half-maximal effect; % is set by controls: 0 for no effect and ±100 for the full control effect; nearly all actives have a fitted effect of over 60% in size; many of its hits are not listed in these tables
Target sequence (Q9HBX9 whole entry, looked up): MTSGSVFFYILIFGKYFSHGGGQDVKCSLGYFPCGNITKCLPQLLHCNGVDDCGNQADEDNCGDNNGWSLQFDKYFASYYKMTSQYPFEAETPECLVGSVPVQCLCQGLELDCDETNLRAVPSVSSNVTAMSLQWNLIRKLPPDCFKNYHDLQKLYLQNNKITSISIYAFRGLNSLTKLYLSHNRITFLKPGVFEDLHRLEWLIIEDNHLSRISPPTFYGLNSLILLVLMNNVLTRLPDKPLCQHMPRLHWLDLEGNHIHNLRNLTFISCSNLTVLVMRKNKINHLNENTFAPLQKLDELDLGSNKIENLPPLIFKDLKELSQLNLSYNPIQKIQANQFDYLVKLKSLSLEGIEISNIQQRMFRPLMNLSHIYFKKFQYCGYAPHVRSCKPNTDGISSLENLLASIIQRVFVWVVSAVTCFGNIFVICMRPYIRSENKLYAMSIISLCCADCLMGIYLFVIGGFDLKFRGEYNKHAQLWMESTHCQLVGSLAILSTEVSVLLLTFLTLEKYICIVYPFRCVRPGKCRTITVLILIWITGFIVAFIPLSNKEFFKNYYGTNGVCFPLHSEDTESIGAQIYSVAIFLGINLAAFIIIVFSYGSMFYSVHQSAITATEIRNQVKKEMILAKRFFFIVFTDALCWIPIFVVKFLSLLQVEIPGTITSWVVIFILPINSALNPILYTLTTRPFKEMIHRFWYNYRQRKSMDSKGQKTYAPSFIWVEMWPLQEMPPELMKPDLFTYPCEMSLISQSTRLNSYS
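HEK293T cells stably expressing RXFP1 were pretreated with the PDE4 inhibitor Ro 20174, exposed to compounds for 30 min at 37C, lysed, and cAMP was read by TR-FRET. Data normalized to buffer (basal) and 29 nM porcine relaxin (100%).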
Glioma ERSR ind = qHTS for Inducers of the Endoplasmic Reticulum Stress Response (ERSR) in Human Glioma: qHTS; actives 0.02% (n = 420,000); U87-MG GRP78 promoter luciferase reporter, 16 h; AID 602332, 2012; Potency, µM, inactives show top-dose activation, most hits filed as activators; note: potency is the fitted concentration of half-maximal effect; series mostly up to about 76 µM; % of control where 0% means no effect; nearly all actives have a fitted effect of over 35% in size
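Stably transfected U87-MG human glioma cells carrying a GRP78-based luminescent sensor were seeded at 1000 cells/well, pin-dosed with compounds and incubated 16 h. Luciferase reagent was then added, and end-point luminescence was read after 10 min at room temperature.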
D1 antag = Antagonist of Human D 1 Dopamine Receptor: qHTS. activity change, negative = inhibition, % at 10 µM. HEK293 TREx D1 cells, calcium flux, dopamine EC80; hits give low values. AID 504652, 2011. D(1A) dopamine receptor (Homo sapiens), P21728. actives 3.2% (n = 360,000); in the data active = activity change below about -30%; note: % is set by controls: 0 for no effect and ±100 for the full control effect
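Calcium flux readout: force-coupled, inducible Hek293 Trex D1 line, cells induced overnight at 30 C with tetracycline, dye-loaded 30–90 min at RT. Antagonism scored against EC80 dopamine challenge given 180 s after compound.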
RXFP1 antagonist = qHTS Assay for Antagonists of the Relaxin Receptor RXFP1 | Relaxin receptor 1 (Homo sapiens), Q9HBX9 | HEK293-RXFP1, relaxin-stimulated cAMP HTRF, 30 min; hits give low values | activity change, negative = inhibition, % at 57.5 µM | actives 0.59% (n = 350,000);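 active = activity change of -60% or lower, but not beyond a set lower limit; inconclusive = change between -60% and -40%, or beyond the set limit; inactive = change above -40%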; note: % is set by controls: 0 for no effect and ±100 for the full control effect
Vif-APOBEC3G blk = qHTS for Inhibitors of Vif-A3G Interactions: qHTS; DNA dC->dU-editing enzyme APOBEC-3G (Homo sapiens), Q9HC16; HeLa A3G-eYFP + Vif (tagged APOBEC3G with the HIV-1 protein that degrades it), YFP fluorescence, overnight; Potency, µM (highest dose often 46.1 µM), for the others: at the highest dose activity, negative = active, most hits filed as inhibitors; actives 0.076% (n = 410,000); AID 602310, 2012;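 note: potency is the fitted concentration of half-maximal effect; % is set by controls: 0 for no effect and ±100 for the full control effect; nearly all actives have a fitted effect of over 60% in size; hits raise eYFP signal because A3G escapes Vif-driven loss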
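Read-out is eYFP fluorescence (Ex 488/Em 500-530) from Vif-expressing HeLa A3G-eYFP cells; more signal means A3G escaped Vif-mediated degradation. Cells plated overnight, compound pinned in, incubated overnight at 37 deg C.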
The depositor's hits bear a star; ? = inconclusive; nt = not tested or not shown; & = joins results of further samples. Unless noted, calls come from the whole dose curve; as a rule, active = well fitted curve in the direction sought with a large enough effect; inconclusive = small, poorly fitted or top-dose-only effect, or another doubt; inactive = no such curve, though single readings can be large; an effect the other way counts as inactive or inconclusive. This is a subset; the hit share may differ from the screen's.

SMILES	D2 potentiator	D1 potentiator	D1 agonist	Vif-A3F inh	RXFP1 agonist	Glioma ERSR ind	D1 antag	RXFP1 antagonist	Vif-APOBEC3G blk
COCCNc1nc2c(c(=O)n(C)c(=O)n2C)n1Cc1c(F)cccc1Cl	-4	0	4	3%	9.3%	-3%	6	nt	1%
CC(C)[C@H](N)c1nnc(SCc2ccc(Cl)cc2)o1	-4	6	3	5%	-0.5%	-5%	6	-8	-4%
CCc1cc2cc3c(cc2nc1SCC(=O)Nc1cc(OC)c(OC)cc1C(=O)O)OCO3	5	1	0	nt	-0.2%	nt	-14	nt	nt
Cc1cc(Br)ccc1NC(=O)CN(C)C(=O)CCSc1ccc(F)cc1	4	-9	14	-12%	0.0%	-3%	-35*	3	-4%
COCCNC(=O)CCc1nc(-c2ccccc2)no1	17	4	-3	0%	1.4%	1%	16	4	3%
Cc1ccc(NC(=S)NCc2ccc(Cl)cc2)c(C)c1	-7	3	-1	-4%	1.2%	6%	2	-20	2%
C=CCNC(=S)NNC(=O)Cn1c(-c2ccccc2)cc(=O)n2ncnc12	-1	-1	1	1%	2.0%	-3%	-12	16	0%
O=C(O)c1ccc(-n2ncc(Cl)c(Cl)c2=O)cc1	nt	nt	nt	-2%	nt	-12%	nt	5	-15%
COc1nc(C)cc(C)c1S(=O)(=O)c1ccccc1	3	1	6	12%	0.7%	-4%	8	11	1%
CCCOc1ccc(C(=O)Nc2cc(-c3nn4c(C)nnc4s3)ccc2C)cc1	5	-3	2	3%	1.8%	-4%	-7	-3	-1%
CCCCn1c(=O)c2oc3ccccc3c2n(Cc2cccc(F)c2)c1=O	3	0	1	1%	5.7%	0%	4	-8	-11%
CCCCCN(C(=O)CCC(=O)OC(C)C(=O)NC1CCCCC1)c1c(N)n(CCCC)c(=O)[nH]c1=O (centres undefined)	0	1	1	2%	0.3%	-4%	6	1	-1%
COCCN(C(=S)Nc1ccccc1OC)C1CCN(C(C)=O)CC1	-1	-5	1	0%	-0.2%	-4%	-35*	23	0%
CCN1CCN(CCCN(Cc2ccco2)C(=S)Nc2ccc(Cl)c(C)c2)CC1	-27	-4	11	4%	-0.4%	1%	2	-31	0%
N#C/C(=C\c1ccc(-c2ccc([N+](=O)[O-])cc2)o1)C(=O)Nc1nc(-c2cccs2)cs1	-9	-8	3	?	4.9%	0%	1	16	-30%
Cn1c(SCC(=O)NC2CCCC2)nnc1-c1ccccn1	1	8	1	-6%	1.2%	-1%	-29	-3	0%
O=C(NCCc1ccccc1)c1cc2ncc(Br)cn2n1	4	-1	1	7%	0.6%	4%	28	-14	2%
COc1cc(OC)c(S(=O)(=O)NC(C)C)cc1C(=O)O	4	-2	5	0%	-1.2%	-1%	-5	-2	0%
c1ccc(CN2CCC(Nc3nc(-c4ccccc4)nc4ccccc34)CC2)cc1	-2	-2	7	-18%	-2.5%	-16%	-1	-24	-8%
CC1Cc2ccccc2N1C(=O)CSC1=NCCS1 (centres undefined)	6	-1	2	-13%	0.0%	1%	0	-7	1%
COC(=O)C1=C(C)NC2=C(C(=O)CCC2)C1c1cn(Cc2ccc(Br)cc2)nc1-c1ccccc1 (centres undefined)	-2	-5	3	2%	-0.8%	-6%	3	1	4%
C/C(=N\Nc1nc2ccccc2c(=O)n1O)c1ccco1	21	-2	3	12%	-0.1%	-6%	4	-21	0%
O=C1Nc2ccc(Cl)cc2[C@@](C#CC2CC2)(C(F)(F)F)O1	-1	2	0	nt	-0.4%	nt	-16	-14	nt
CCN(CC)c1ccc(NC(=O)CN2CCN(CC(=O)Nc3ccccc3OC)CC2)cc1	4&-2	-4&-7	0&0	-10%&-2%	2.6%&0.0%	-5%&-4%	-4&2	-13	1%&2%
O=C(C1CCN(S(=O)(=O)c2ccc(Cl)cc2)CC1)N1CCCC1	0	-5	2	5%	0.6%	2%	-7	8	0%
O=S1(=O)CCN(Cc2ccccc2)CC1	nt	nt	nt	1%	nt	-2%	nt	-2	0%
Cc1[nH]n(C(N)=S)c(=O)c1N=Nc1ccc2ccccc2c1	-2	7	0	?	0.6%	2%	13	?	-11%
CCCCCCC1(C)NC(=O)N(C(C)C(=O)Nc2ccc(N3CCOCC3)cc2)C1=O (centres undefined)	-3	-2	2	-27%	-1.2%	-1%	14	-1	0%
COc1ccc(CC(=O)NCc2ccc(F)cc2)cc1S(=O)(=O)N1CCOCC1	-3	-1	1	-1%	-0.2%	-5%	-3	3	-1%
Cc1ccc(S(=O)(=O)N(C)C)cc1NC(=O)/C=C/c1cccs1	-17	-4	1	-18%	5.6%	-6%	7	-7	-6%
CCOc1ccc(N2CC(C(=O)NC(C)C)CC2=O)cc1 (centres undefined)	nt	nt	nt	-3%	-1.5%	-1%	nt	5	1%
CCC1CN(C(=O)N2CCC(C(=O)N3CCN(c4ccccc4F)CC3)CC2)c2ccccc2O1 (centres undefined)	0	1	2	1%	-3.6%	-6%	0	-17	5%
CCCCC(=O)NCc1nc2cccnc2n1Cc1ccc(OC)cc1	-7	-2	-1	10%	3.8%	-2%	21	2	-1%
c1ccc(CN2CCC3CC2c2cc(N4CCCCC4)ccc23)cc1 (centres undefined)	nt	nt	nt	-14%	nt	-6%	nt	-11	-2%
COc1cc(OC)c(OC)cc1/C=N/n1c(C)nnc1C	2	1	1	-1%	2.7%	-1%	3	-9	2%
Cc1ccc(-n2ncc3c(SCC(=O)Nc4cc(C)on4)ncnc32)c(C)c1	nt	-4	4	-48%	?	20%	-4	-1	-1%
Cc1ccc(Cn2c(=O)n(-c3cccc(C(F)(F)F)c3)c(=O)c3c(C)c(C)sc32)c(C)c1	14	2	0	nt	2.5%	nt	-8	6	nt
Cc1ccc(NC(=O)CNCc2ccccc2Cl)cc1S(=O)(=O)N(C)C	3	-3	9	18%	-1.3%	3%	-6	-6	1%
O=C(CCS(=O)(=O)c1cccs1)N1CCN(c2ccc(F)cc2)CC1	9	-1	10	-8%	-1.5%	6%	-16	-9	2%
CC1(c2ccc3noc(-c4ccc(F)cc4)c3c2)OCCO1	-6	3	6	4%	1.2%	6%	-10	-3	-2%
Cc1ccc(C(=O)CSc2nnc(N)s2)c(C)c1	4	-1	2	-5%	-0.4%	2%	-12	1	-1%
CCn1c(=O)cc(OCC(=O)N2CCc3ccccc32)c2ccccc21	-1	-1	3	-20%	1.0%	-4%	1	6	3%
CCC(Sc1ncccn1)C(=O)Nc1cc(C)on1 (centres undefined)	-2	5	0	-2%	-0.4%	-1%	-6	8	-1%
C[C@@H](NC(=O)Cn1ccc(N)nc1=O)c1cccc2ccccc12	nt	6	1	1%	0.0%	1%	-27	nt	2%
COc1cc(OC)c(N(C)C(=O)c2cc3c(s2)-c2ccccc2OC3)cc1Cl	-8	-5	7	2%	0.0%	1%	2	-1	-1%

No new results follow: entries from further up.
SMILES	D2 potentiator	D1 potentiator	D1 agonist	Vif-A3F inh	RXFP1 agonist	Glioma ERSR ind	D1 antag	RXFP1 antagonist	Vif-APOBEC3G blk
COCCNc1nc2c(c(=O)n(C)c(=O)n2C)n1Cc1c(F)cccc1Cl	-4	0	4	3%	9.3%	-3%	6	nt	1%
CC(C)[C@H](N)c1nnc(SCc2ccc(Cl)cc2)o1	-4	6	3	5%	-0.5%	-5%	6	-8	-4%

Next section
SMILES	D2 potentiator	D1 potentiator	D1 agonist	Vif-A3F inh	RXFP1 agonist	Glioma ERSR ind	D1 antag	RXFP1 antagonist	Vif-APOBEC3G blk
COc1ccccc1NC(=O)CN(c1ccc(C(C)C)cc1)S(=O)(=O)c1c(C)noc1C	5	1	2	-8%	3.0%	1%	-12	nt	1%
N#Cc1c(N2CCCC2)nsc1-c1ccccc1	-1	-3	0	-15%	?	15%	1	0	-9%
Cc1cc(C)c2nc(N3CCN(C(=O)c4cccs4)CC3)sc2c1	-5	0	1	9%	-0.1%	4%	22	-21	0%
CCOc1ccc(/C=C2\CCC(C3CCCC3)C2=O)cc1 (centres undefined)	-3	2	1	1%	2.8%	6%	-10	-11	2%
COc1cccc(C(=O)OCC(=O)Nc2ccc(N3CCOCC3)cc2)c1	-1	-4	1	-8%	2.2%	-4%	6	-4	0%
Cc1cc(NC(=O)c2c(F)cccc2Cl)n(-c2nc3ccccc3[nH]2)n1	16	1	1	-16%	0.5%	-12%	nt	-16	3%
COc1cccc(N2C(=O)Nc3ccc(Br)cc3C2(O)C(=O)NCCCOC(C)C)c1 (centres undefined)	24	-5	1	-6%	0.9%	-5%	-5	2	-2%
COc1cccc(C(O)c2nc3ccccc3n2C(C)C)c1OC (centres undefined)	-1	-2	1	7%	-1.9%	-3%	2	-2	1%
COc1ccc(-n2cc(CNCCc3cnc[nH]3)c(-c3cccc(F)c3)n2)cc1	4	-3	28	-10%	-0.1%	6%	-9	-29	-5%
C=CCn1c(SCc2nc3cc(C(=O)OC)ccc3c(=O)[nH]2)nc2sc(CC)cc2c1=O	-22	4	4	0%	-0.1%	-3%	14	nt	-3%
CCc1ccccc1NC1c2ccccc2C(=O)N1Cc1ccco1 (centres undefined)	12	0	0	-7%	0.4%	-5%	2	-13	-4%
CN(NC(=O)CN1C(=O)c2ccccc2C1=O)C1=NS(=O)(=O)c2ccccc21	0	-6	6	2%	1.2%	-5%	24	-2	2%
Cc1ccc(NC(=O)CCc2c(C)nc3ncnn3c2C)cc1Cl	-8	1	0	1%	7.5%	-4%	-9	nt	3%
